# Yeast eIF2B = eIF2B (yeast) activity modulation | inhibition, % at 25 µM (by protocol) | AID 688 | 27,000 tested, 0.91% active | S. cerevisiae eIF2B-epsilon R284H, GCN4-lacZ luminescence;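 active = mutant luminescence inhibited past about 50% while wild type luminescence and mutant growth stay under set limits, limit read from the data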; note: some compounds called inactive have numbers as strong as hits
#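 System: Yeast eIF2B-epsilon R284H mutant carrying GCN4–beta-galactosidase fusion | Read-out basis: Percent inhibition, luminescence and growth | Compound: 25 µM single dose | Times: 16 h at 30 °C exposure | Measured by: Luminescence and A595 | Buffer or medium: YPD medium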
# Yeast growth tox = Compounds toxic to wild-type S. cerevisiae growth; A595 turbidity, 16 h; growth inhibition, % at 25 µM (by protocol); 30,000 tested, 0.3% active;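 active = mutant and wild-type yeast strains alike exhibit over 30% growth inhibition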;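 note: 0% = untreated cell controls and 100% = YPD media blanks without cells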
#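 Test system: Wild-type and eIF2Bepsilon-R284H mutant S. cerevisiae, screened separately | Dosing: Single 25 µM compound dose in 0.2% DMSO | Schedule: 16 h compound exposure during growth at 30 °C | Detection: A595 turbidity | Evaluation: Growth inhibition (%) versus cell controls and blanks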
# Yeast growth tox inhibition % = further read-out of Yeast growth tox, marked with its call; growth inhibition, %; S. cerevisiae eIF2Bepsilon-R284H mutant growth, A595 turbidity, 16 h;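 each compound tested once at 25 µM; 0% equals untreated cells and 100% equals cell-free medium blanks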
# Yeast eIF2B mutant toxicity = second read-out of Yeast eIF2B, no call of its own (marks repeat the call); growth inhibition, %; measured here: mutant yeast growth, toxicity;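 each compound tested once at 25 µM; zero equals untreated control growth and 100 equals blank medium absorbance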
# Active calls of the source: *; . = not tested or not shown. Some of the compounds tested; rates above refer to the full screens.
structure	Yeast eIF2B	Yeast eIF2B mutant toxicity	Yeast growth tox	Yeast growth tox inhibition %
O=C(CSc1nnc(C2CCCCC2)n1-c1ccccc1)NCc1ccco1	16	24	9	24
Cn1c(=O)[nH]c(=O)c2c1nc(Br)n2CCOc1ccccc1	15	7	8	7
CC1(C)CC(=O)c2cnc(NCc3ccco3)nc2C1	17	-10	5	-10
CCC(c1nc2ccccc2c(=O)n1-c1cccnc1)N1C(=O)c2ccccc2C1=O (stereo unspecified)	-9	-4	-14	-4
CN(C(=O)CSc1nc(-c2ccccc2)cs1)C1CCS(=O)(=O)C1 (stereo unspecified)	3	-14	22	-14
CCOC(=O)COc1ccc(S(=O)(=O)N2CCN(c3ccc(F)cc3)CC2)cc1	20	11	-25	11
C=CCNC(=S)NNC(=O)c1ccc(OCCCC)cc1	-7	.	.	.
Cc1cccc(OCCCC(=O)O)c1C	10	-17	-14	-17
Cc1nnc(Sc2c(-c3ccccc3)c3ccc(Cl)cc3[nH]c2=O)s1	-32	-20	5	-20
O=S(=O)(Nc1ccc(C(F)(F)F)cc1)c1cnc[nH]1	-32	4	19	4
O=C(NC(=O)N1CCN(c2cccc(Cl)c2)CC1)c1ccccc1	8	.	17	0
COc1ccc(S(=O)(=O)N2CCC(C(=O)Nc3ccc4c(c3)OCCO4)CC2)cc1OC	23	11	1	11
CCC(=O)N1CCc2cc(S(=O)(=O)NC(Cc3ccccc3)C(=O)Nc3nccs3)ccc21 (stereo unspecified)	19	21	26	21
C/C(=C\c1ccccc1)CN1CCC(C(=O)N2CCC(C)CC2)CC1	13	-35	-27	-35
O=C(c1ccco1)N1CCN(C(=O)C2(S(=O)(=O)c3ccc(Cl)cc3)CC2)CC1	13	-25	3	-25
O=C(Nc1nnc(-c2ccccc2Cl)o1)c1cccnc1	26	-9	5	-9
O=S(=O)(NC1CCCCC1)c1ccc(Cl)s1	14	22	4	22
CCCC(=O)Nc1nc2nc(-c3ccccc3)cc(=O)n2[nH]1	.	.	11	22
Cc1cccc(-c2noc(CN(C(=O)C34CC5CC(CC(C5)C3)C4)C(C)C)n2)c1	8	-12	-12	-12
Cc1cccc(-n2c(SCC(=O)N3CCCC3)nc3n[nH]c(C)c3c2=N)c1	12	-23	-4	-23
CCSc1ncnc2sc3c(c12)CCC3	.	.	4	11
CCc1nnc(NC(=O)CSc2nccn2-c2ccccc2)s1	-32	3	7	3
COC(=O)c1sc(S(=O)(=O)NCc2cccs2)c(C(=O)OC)c1C	25	5	9	5
Cc1sc2ncn(CC(=O)NCCc3ccccc3)c(=O)c2c1C	11	12	0	12
CCN(CC)c1ccc(C(=O)Nc2cccc(F)c2)cc1	16	32	6	32
CCn1c(SCC(=O)Nc2ccc3c(c2)OCCO3)nc2c(c1=O)SC(C)C2 (stereo unspecified)	.	.	4	3
Cc1ccccc1Cn1nc(C)c(NC(=O)c2cc3nc(-c4ccco4)cc(C(F)(F)F)n3n2)c1C	15	9	-1	9
c1cncc(-c2noc(-c3ccco3)n2)c1	24	-18	23	-18
CCCCOC(=O)C1=C(C)Nc2nnnn2C1c1ccccc1Cl (stereo unspecified)	22	16	27	16
Cc1ccc(C2C(=O)N(C3CCCC3)CC(=O)N2C2CCCCC2)cc1 (stereo unspecified)	25	10	16	10
c1nc2sc3c(c2c2nnnn12)CCCC3	22	11	20	11
Cc1ccc(S(=O)(=O)N2CCCCC2)cc1C(=O)Nc1ccc(N2CCOCC2)cc1	26	-38	-3	-38
CCn1c(C)c(/C=N/Nc2nc3ccccc3s2)c2ccccc21	46	-20	-13	-20
Cn1c(-c2ccc(F)cc2)cnc1NCc1cccc(F)c1	6	.	16	0
O=C1NC2(CCOc3ccccc32)C(=O)N1CC(=O)N(Cc1ccccc1)C1CCS(=O)(=O)C1 (stereo unspecified)	12	-4	22	-4
COc1ccc(NC(=O)C2CCN(c3cc(-c4ccccc4)nc4ncnn34)CC2)cc1OC	-7	-7	11	-7
O=C(CSCc1ccccc1)N1CCN(c2cccc(C(F)(F)F)c2)CC1	.	.	-1	4
O=C(NCc1ccco1)C1CCCN(S(=O)(=O)c2ccccc2)C1 (stereo unspecified)	.	.	19	21
CC(Oc1cc(-c2ccccc2)cc2ccccc12)C(=O)N1CCOCC1 (stereo unspecified)	-6	.	17	0
NS(=O)(=O)c1ccc(CCNC(=O)c2cncc(Br)c2)cc1	22	6	17	6
O=C1CC(C(=O)Nc2ccc(C(=O)N3CCOCC3)cc2)C2(CCCCC2)O1 (stereo unspecified)	22	7	3	7
Cc1cc(C)nc(N2CCCC(C(=O)NC(C)CCc3ccco3)C2)n1 (stereo unspecified)	14	-6	7	-6
CCN(C(=O)COc1ncnc2ccc(Br)cc12)C1CCS(=O)(=O)C1 (stereo unspecified)	.	.	5	-3
c1cc(CSc2nnc(-c3ccc4c(c3)OCO4)o2)ccn1	20	-9	23	-9
Cc1ccc(CN(C#N)c2nc(C)cc(C)n2)cc1	16	-10	6	-10
Cn1cccc1C(=O)NS(=O)(=O)c1ccccc1Cl	-2	10	0	10
O=C(NCC(c1cccs1)N1CCOCC1)c1ccco1 (stereo unspecified)	-1	.	-9	0
CC1Cc2ccccc2N1C(=O)CSc1nnc(-c2ccc(S(=O)(=O)N3CCCC3)cc2)o1 (stereo unspecified)	22	8	-15	8
O=C(Nc1nnc(CCc2ccccc2)s1)c1ccco1	17	14	25	14
Cc1nc2cc(CO)ccc2s1	20	8	20	8
Cc1[nH]nc(N=CC2=C(O)CC(c3ccco3)CC2=O)c1-c1ccc(Cl)cc1 (stereo unspecified)	.	.	-7	-5
COc1cccc(C(=O)Nc2ccc(N3CCN(S(C)(=O)=O)CC3)cc2)c1	19	.	5	0
Cc1c(CCC(=O)O)c(=O)oc2cc3occ(-c4ccc(F)cc4)c3cc12	12	4	15	4
CCOC(=O)c1cc(NC(=O)c2cnccn2)cc(C(=O)OCC)c1	11	-18	-9	-18
Cc1ccc2cc(CN(CCO)Cc3nnnn3Cc3ccc(F)cc3)c(=O)[nH]c2c1	16	-15	14	-15
CC(=O)C1=C(C)N=c2s/c(=C/c3ccc4c(c3)OCO4)c(=O)n2C1c1ccc(N(C)C)cc1 (stereo unspecified)	13	-11	-6	-11
CC1CCc2c(nc3ncnn3c2N2CCN(c3ccccc3)CC2)C1 (stereo unspecified)	-28	23	-3	23
O=C(NCCc1ccccc1)C(NS(=O)(=O)c1cccc2nsnc12)c1ccccc1 (stereo unspecified)	13	9	10	9
C=CCn1c(-c2ccc(OC)cc2)csc1=Nc1c(C)n(C)n(-c2ccccc2)c1=O	.	.	17	6
CCc1cc(=O)oc2cc(C)cc(OC(=O)c3ccco3)c12	6	9	8	9

# Further entries
structure	Yeast eIF2B	Yeast eIF2B mutant toxicity	Yeast growth tox	Yeast growth tox inhibition %
Cc1ccc(Cl)cc1NC(=O)CC(O)(C(F)(F)F)C(F)(F)F	29	-23	-12	-23
Cc1cccc2cc(CN(CC3CCCO3)C(=O)c3ccco3)c(=O)[nH]c12 (stereo unspecified)	12	11	-1	11
Cc1ccc(O)c(C2=NNC(O)(C(F)(F)F)C2)c1 (stereo unspecified)	-2	5	-37	5
CCCn1nnc(NC(=O)c2ccc(F)cc2)n1	19	-14	-3	-14
COc1cc(NC(=O)C2CCCCC2)c(OC)cc1NC(=O)c1ccco1	22	-2	-9	-2
Cc1ccc2c(c1)[nH]c1c(N3CCN(Cc4ccc5c(c4)OCO5)CC3)ncnc12	-12	-4	14	-4
COC(=O)c1ccc(C(=O)OC)c(NC(=O)COC(=O)C23CC4CC(CC(O)(C4)C2)C3)c1	15	14	2	14
O=C(Nn1cnnc1)c1cc2c(s1)CCCCC2	3	-13	-6	-13
COc1cccc(C2(O)CCN(C(=O)c3cccs3)CC2)c1	3	-8	0	-8
CS(=O)(=O)N(Cc1ccc(C(=O)NCCSCc2ccco2)cc1)c1ccccc1	.	.	-26	-10
CC1=C(/C=C/C(=O)O)C(C)(C)CCC1	.	.	8	17
C/C=C/C(=O)Nc1nnc(C(C)C)s1	1	.	.	.
COc1cccc(-c2cc(C(=O)Nc3cc(C)nn3-c3ccccc3)no2)c1	8	-16	-15	-16
Cc1sc2nc(SCC(=O)C(C)(C)C)n(Cc3ccco3)c(=O)c2c1C	.	.	-3	0
CN(C)Cc1c(C#N)c2ccccc2n1C	5	-10	7	-10
CCCc1cc(-c2n[nH]c(C)c2-c2ccc(C(=O)OCC)o2)c(O)cc1O	1	8	4	8
COc1ccc(CN2CCCCC2C)cc1OC (stereo unspecified)	.	.	8	12
O=C(NCc1ccco1)c1ccccc1Nc1ccc(F)cc1	9	.	-3	0
CCOc1cc(C(C#N)N2CCOCC2)ccc1OC (stereo unspecified)	12	4	-2	4
O=C(NC1CCCCC1)c1ccc(COCC(F)(F)F)o1	1	-5	-7	-5
O=S(=O)(c1cccc(-c2cn3cc(Cl)ccc3n2)c1)N1CCOCC1	19	.	-20	0
COc1ccc(C)cc1NC(=O)CCCN1C(=O)CCC1=O	.	.	9	20
COc1ccc2c(c1)CCCN2C(N)=O	.	.	14	0
CC(=O)C1=C(C)Nc2ncnn2C1c1ccccc1OCc1ccccc1 (stereo unspecified)	-7	-10	8	-10
c1ccc(-n2cnnc2SCc2cn3ccsc3n2)cc1	-1	-5	0	-5
CCCOc1nc2c(c(=O)n(C)c(=O)n2C)n1Cc1cccc2ccccc12	19	-4	-1	-4
O=[N+]([O-])c1ccc(O)c(NC(=S)Nc2ccccc2)c1	.	.	10	17
CC(C)(C)c1nc(CN2CCCCC2)cc(CN2CCCCC2)c1O	11	15	6	15
FC(F)(F)c1cc(-c2ccccc2)nc(NC2CCCC2)n1	.	.	6	20
Brc1ccc(-c2nnc3sc(CN4CCC5(CC4)OCCO5)cn23)cc1	5	5	17	5

# Quoted from the listing:
# O=C(NC1CCCCC1)c1ccc(COCC(F)(F)F)o1 – Yeast eIF2B mutant toxicity = -5
# CC(C)(C)c1nc(CN2CCCCC2)cc(CN2CCCCC2)c1O – Yeast growth tox inhibition % = 15

# Next compounds
structure	Yeast eIF2B	Yeast eIF2B mutant toxicity	Yeast growth tox	Yeast growth tox inhibition %
CC(C)OC(=O)CC12CN3CN(C1)CC(CC(=O)OC(C)C)(C3)C2=O	7	-7	26	-7
CCn1c(SCC(=O)N2CCOCC2)nc2oc3c(Cl)cc(Cl)cc3c(=O)c2c1=O	12	.	13	0
Cc1ccc(NC(=O)C2CCCN(S(=O)(=O)c3c(C)noc3C)C2)c(C)c1 (stereo unspecified)	22	-4	9	-4
COC(=O)c1ccccc1NC(=O)c1cccs1	.	.	15	0
CCn1c(=O)cc(OCC(=O)O)c2ccccc21	-13	-17	-5	-17
Cc1nnc2n(CCc3ccccc3)c(=O)c3c4c(sc3n12)CCCC4	12	.	-2	0
CCOC(=O)C(NC(C)=O)(OCc1ccc(F)cc1)C(F)(F)F (stereo unspecified)	-11	.	19	0
CCN(CC)S(=O)(=O)c1ccc(NC2=NS(=O)(=O)c3ccccc32)cc1	8	-12	-19	-12
Cc1cc(C)nc(-n2nc(C)cc2NC(=O)c2cc(=O)c3ccccc3o2)n1	15	14	11	14
O=C(CSc1ncc(-c2ccccc2)[nH]1)Nc1ccccc1	12	3	-2	3
CCOc1ccc(NC(=O)N[C@@H](CCSC)C(=O)OC)cc1	-43	17	6	17
COC(=O)c1ccc2c(=O)n(NC(C)=O)c(=S)[nH]c2c1	15	.	0	0
COc1ccc(NC(=O)CSc2nnc(C(C)C)n2N)cc1	3	12	4	12
O=C(CC(C(=O)O)C1CCCO1)NCc1ccccc1 (stereo unspecified)	17	6	6	6
N/C(=N\OS(=O)(=O)c1ccc(Br)cc1)c1ccncc1	-5	-25	4	-25
CCCC(C)NC(=O)c1cc(Cl)ccc1OC (stereo unspecified)	.	.	22	24
O=c1c(Cl)c(NCCCO)cnn1-c1nc2ccccc2[nH]1	56*	.	29	24
COc1ccc(N2CCN(C3CC(=O)NC3=O)CC2)cc1 (stereo unspecified)	6	-23	-2	-23

# Some of these compounds in order of heavy-atom count, low to high:
structure	Yeast eIF2B	Yeast eIF2B mutant toxicity	Yeast growth tox	Yeast growth tox inhibition %
CCn1c(=O)cc(OCC(=O)O)c2ccccc21	-13	-17	-5	-17
N/C(=N\OS(=O)(=O)c1ccc(Br)cc1)c1ccncc1	-5	-25	4	-25
CCOc1ccc(NC(=O)N[C@@H](CCSC)C(=O)OC)cc1	-43	17	6	17
Cc1nnc2n(CCc3ccccc3)c(=O)c3c4c(sc3n12)CCCC4	12	.	-2	0

# Source: PubChem (PCMD)
